High-throughput results deposited in PubChem by several laboratories.
MOR-DOR ag: OPRM1-OPRD1 heterodimerization agonism; actives 0.3% (n = 340,000); activation, % at 9.3 µM; AID 504326; cells, luminescence; P35372+P41143; in the data active = activation above about 18%;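 also: 0% = vehicle-treated cells and 100% = reference agonist; values of inactives mirror those of a sister screen read the other way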
PKA-R1A act: PKA-R1A complex activation; activation, % at 11.4 µM; P00514+P68181; AID 504707; actives 0.083% (n = 340,000); PKA-R1A dissociation, Cy5-IP20 fluorescence polarization; scaled: DMSO 0%, 113 µM cGMP 100%;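 active = percent activation above the mean of all tested compounds plus 3 SD, cut at about 19% in these data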;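 also: higher means more PKAc released from R1A so a rise in polarization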
PKA-R2B activ: PKA-R2B complex activation; P22694+P31323; PKA-R2B holoenzyme dissociation, Cy5-IP20 fluorescence polarization; R2B truncated from residue 108, S112A mutant; 0% DMSO only, 100% 113 µM cGMP; activation, % at 11.4 µM; actives 0.079% (n = 340,000);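 active = activation above a cutoff set at the mean over all compounds plus 3 SD, cut at about 18% in these data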;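 also: higher means more holoenzyme dissociation and a rise in polarization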
DAGLB inh: diacylglycerol lipase beta (human) inhibition | Q8NCG7 | HEK293T DAGLB membrane lysate, EnzChek fluorogenic substrate | inhibition, % at 5.17 µM | actives 0.059% (n = 340,000) | AID 504411; in the data active = inhibition above about 34%;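 also: 0% = enzyme with vehicle and 100% = wells lacking enzyme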
Target sequence (Q8NCG7 whole entry, looked up): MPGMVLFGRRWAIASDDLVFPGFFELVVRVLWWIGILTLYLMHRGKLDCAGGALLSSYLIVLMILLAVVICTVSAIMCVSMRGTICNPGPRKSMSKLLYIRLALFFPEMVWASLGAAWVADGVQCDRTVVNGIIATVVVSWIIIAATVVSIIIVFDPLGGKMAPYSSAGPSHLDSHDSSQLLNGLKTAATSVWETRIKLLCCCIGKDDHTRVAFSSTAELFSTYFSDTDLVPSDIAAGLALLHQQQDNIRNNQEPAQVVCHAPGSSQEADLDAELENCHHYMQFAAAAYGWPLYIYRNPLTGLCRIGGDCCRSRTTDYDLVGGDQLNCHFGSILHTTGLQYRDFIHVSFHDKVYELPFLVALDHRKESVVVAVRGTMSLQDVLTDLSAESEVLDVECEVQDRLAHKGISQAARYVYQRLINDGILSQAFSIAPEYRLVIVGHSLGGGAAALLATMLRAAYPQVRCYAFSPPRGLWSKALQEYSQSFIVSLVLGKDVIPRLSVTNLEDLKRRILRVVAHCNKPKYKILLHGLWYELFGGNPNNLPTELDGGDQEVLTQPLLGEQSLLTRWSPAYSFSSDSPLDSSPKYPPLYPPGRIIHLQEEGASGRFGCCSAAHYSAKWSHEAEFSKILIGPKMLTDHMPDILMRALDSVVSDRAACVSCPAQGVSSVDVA
Arrestin-AP2 inh: inhibitors of human beta-arrestin and AP2 interaction | FITC-arrestin peptide / GST-AP2 beads, flow cytometry; AP2 beta2 appendage carries R879A mutation | inhibition, % at 10 µM | actives 0.31% (n = 340,000) | AID 504490;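 active = inhibition above a set limit, near 3 SD of compounds lacking own fluorescence, cut at about 54% in these data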;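 also: plate controls were DMSO wells for no effect and 5 µM unlabelled arrestin peptide for full effect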
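Material – AP2 appendage R879A on GSH beads · Buffer or medium – PBS with 0.05% Tween 20 and 0.1% BSA · Probe or stimulus – fluorescein-tagged arrestin peptide at 50 nM final · Incubation – compound with beads 12 min RT, then probe 1 h RT · Detection – high-throughput flow cytometry of beads, ex 488, em 535 nm · Evaluation – percent response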
V-ATPase pH: regulators of yeast V-ATPase proton transport; S. cerevisiae, pHLuorin cytosolic pH fluorescence; response, % at 10 µM; actives 0.37% (n = 350,000); in the data active = response mostly above about 7.3%, no sharp cut-off; inactive = mostly below about 5.4%; also: actives read high; inactives centre near 0; some compounds called inactive have numbers as strong as hits; reference of the scale not given here
DSG3 Ab inh: human desmoglein-3 autoantibody binding inhibition | AID 588358 | DSG3-coupled beads, scFv-anti-DSG3-GFP binding, flow cytometry; active compounds read low | actives 0.48% (n = 310,000) | binding (percent of control), % at 10 µM;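 active = binding more than 3 SD below its plate's average and above zero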;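 also: hits lower antibody fragment binding to DSG3; some compounds called inactive have numbers as strong as hits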
HTR5A inv ag: HTR5A inverse agonism, opioid heterodimer counter-screen. P47898. HTR5A cell line, luminescence. inhibition, % at 9.3 µM. actives 0.083% (n = 340,000). AID 504634; in the data active = inhibition mostly above about 23%, no sharp cut-off; inactive = mostly below about 18%;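 also: 0% = cells with DMSO and 100% = no-cell wells with DMSO; some compounds called inactive have numbers as strong as hits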
Target sequence (P47898 whole entry, looked up): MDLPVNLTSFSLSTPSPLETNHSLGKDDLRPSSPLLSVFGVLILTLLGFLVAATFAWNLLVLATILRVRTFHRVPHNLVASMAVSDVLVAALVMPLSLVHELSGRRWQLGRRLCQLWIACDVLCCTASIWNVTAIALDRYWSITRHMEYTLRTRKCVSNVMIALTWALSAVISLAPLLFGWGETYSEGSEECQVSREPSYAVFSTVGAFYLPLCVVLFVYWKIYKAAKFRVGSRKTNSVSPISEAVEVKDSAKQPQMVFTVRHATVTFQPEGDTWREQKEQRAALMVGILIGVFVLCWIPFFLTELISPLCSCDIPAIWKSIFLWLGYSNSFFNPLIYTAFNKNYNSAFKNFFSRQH
OPRM1-OPRD1 inv: inverse agonists of human mu-delta opioid receptor heterodimerization. P35372+P41143. cell-based MOR-DOR heterodimer luminescence, inverse agonism. inhibition, % at 9.3 µM. actives 0.21% (n = 340,000); in the data active = inhibition above about 22%, passing the limit was not always enough;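 also: 0% = cells with DMSO and 100% = wells without cells with DMSO; values of inactives mirror those of a sister screen read the other way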
HTR5A ag: counter-screen for OPRM1-OPRD1 agonists: human HTR5A agonism | actives 0.61% (n = 340,000) | HTR5A agonist assay, luminescence, cell-based | activation, % at 9.3 µM; in the data active = activation mostly above about 9.5%, no sharp cut-off; inactive = mostly below about 7.6%;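 also: 0% = cells with vehicle only and 100% = reference agonist; strong numbers were not always called active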
* = called active by the depositor; i = inactive; . = no result given. A portion of the library; the hit share may differ from the screen's.

SMILES	MOR-DOR ag	PKA-R1A act	PKA-R2B activ	DAGLB inh	Arrestin-AP2 inh	V-ATPase pH	DSG3 Ab inh	HTR5A inv ag	OPRM1-OPRD1 inv	HTR5A ag
CCS(=O)(=O)Nc1cccc(C(=C2CCCCC2)c2cnc[nH]2)c1	1.4	12	-4	1	0	-2	105	3	-7	-1
COc1ccc(C(=O)N/N=C/C23CC[C@@H](O)CC2(O)CC[C@@H]2[C@@H]3CCC3(C)C(C4=CC(=O)OC4)CCC23O)cc1 (some centres not stated)	34*	-1	-8	2	9	-3	101	19	-169	30*
CC1(C)CC(=O)C=C(NCCN2CCN(C(=O)Cc3ccc(Cl)cc3)CC2)C1	-2.5	0	-3	1	6	-1	98	-14	11	2
COc1ccc(CCNC(=O)COC(=O)Cc2ccccc2)cc1	-3.7	-9	-2	-2	33	2	101	-1	17	-1
COc1cc2c3cc1Oc1cc(ccc1O)C[C@@H]1c4c(cc(OC)c(O)c4Oc4ccc(cc4)C[C@H]3N(C)CC2)CCN1C	34*	14	-10	3	2	-7	109	-23	-189	11
CCOCCN1CCN(c2nnc3n2-c2ccc(Cl)cc2C(c2ccccc2Cl)=NC3)CC1	-2.8	-7	1	2	26	-3	.	-27	14	10
C[C@]12C=CC(=O)C=C1CC[C@@H]1[C@@H]2CC[C@]2(C)C(=O)CC[C@@H]12	-1.4	-4	-10	-3	11	-3	.	26	7	4
COC(=O)C1=C(c2ccc3ccccc3c2)C[C@@H]2CC[C@H]1N2C(=O)NC(C)C	-2.7	4	3	-2	-5	0	105	6	15	5
CN1CCN(c2nc(Cl)ncc2F)CC1	-2.4	-6	-10	0	-2	-1	119	-6	12	2
CCC(=O)CC(c1ccc([N+](=O)[O-])cc1)c1c(O)c2ccccc2oc1=O (configuration not stated)	-2.3	-7	-2	-1	4	-9	98	-25	14	4
COCc1c(CN)cnc(C)c1N	0.8	-8	1	1	-11	-2	99	-15	-5	6
CC(=O)c1ccc2c(c1)C1C(Cl)C(Sc3ccccc3[N+](=O)[O-])CC1C(c1ccccc1)N2 (configuration not stated)	5.2	1	3	5	12	3	.	-33	-32	12
COC(=O)C1=C(c2ccc(-c3ccccc3)c(F)c2)C[C@@H]2CC[C@H]1N2C(=O)N1CCC(O)CC1	-1.8	3	-16	-2	4	-4	106	-15	10	5
O=C(c1ccc2c3c(cccc13)CC2)C1CCCN(CC2CC2)C1 (configuration not stated)	0.9	0	15	-4	-11	-1	106	3	-4	7
C1=NCCCN2CCCCC12 (configuration not stated)	.	3	-6	-2	.	-2	102	.	.	.
COCCNC(=S)N1Cc2ccccc2-n2nncc2C1	.	3	-4	1	.	-3	.	.	.	.
O=C(c1ccc(C(F)(F)F)cc1)C1CCCN(Cc2ccncc2)C1 (configuration not stated)	2.6	-2	-7	-1	5	2	111	-3	-12	1
CN1CC(C(=O)c2ccccc2)C(C(=O)c2ccccc2)C1 (configuration not stated)	2.0	7	5	-2	13	1	105	-3	-8	4
Cc1ccc(N2C(=O)NC(=O)C(CCc3ccncc3)(Cc3cccc(Cl)c3Cl)C2=O)cc1 (configuration not stated)	0.5	3	-10	1	-18	2	102	-4	-2	2
CC(C)(C)[C@]1(O)C[C@@H]2OC(=O)C[C@@]23C(=O)O[C@@H]2OC(=O)[C@@H](O)C213 (some centres not stated)	4.0	-3	5	5	9	-10	108	-18	-22	7
Cc1cc(-c2ccccc2)cc(C)[n+]1Cc1ccccc1	53*	14	5	-1	2	0	103	3	-299	3
CNCC[C@H](Oc1ccc(C(F)(F)F)cc1)c1ccccc1	i	4	3	3	-7	1	116	11	i	-3
CCOc1ccc(N=Cc2c(O)n(Cc3ccccc3)c(=S)[nH]c2=O)cc1	0.2	-1	-11	2	-25	-4	109	20	-1	-3
COC(=O)C1=C(c2ccc(-c3ccccc3)c(F)c2)C[C@@H]2CC[C@H]1N2C(=O)NC1CC1	-2.3	3	6	1	-12	1	100	-22	11	0
C=C(C)[C@H]1CN[C@H](C(=O)O)[C@H]1CC(=O)O	-0.1	1	2	1	5	5	98	-21	1	0
The list continues.
SMILES	MOR-DOR ag	PKA-R1A act	PKA-R2B activ	DAGLB inh	Arrestin-AP2 inh	V-ATPase pH	DSG3 Ab inh	HTR5A inv ag	OPRM1-OPRD1 inv	HTR5A ag
O=C(COC(=O)Cc1ccccc1)NC12CC3CC(CC(C3)C1)C2	-1.3	-8	1	0	26	3	.	-33	7	1
Cc1cccc(CN(C)C)c1OC(=O)N(C)C	-0.8	-4	8	-1	-6	3	102	-14	4	5
O=c1c2ccccc2nc(/C=C/c2ccc3c(c2)OCO3)n1-c1ccccc1	-0.2	-2	-6	-1	3	1	109	7	1	-2
CCCCNc1ccncc1S(=O)(=O)NC(=O)NC(C)C	-0.2	4	8	2	-4	-9	.	-2	1	2
COc1c(C)cc(C(=O)C2CCCN(Cc3cccc(O)c3)C2)cc1C (configuration not stated)	0.2	2	-5	-4	11	4	103	9	-1	-2
CCC(=NCCCN1CCOCC1)c1c(O)n(Cc2ccccc2)c(=O)[nH]c1=O	-2.3	-2	4	2	4	-1	109	25	11	-2
Cc1cc(NC(=O)CCl)no1	-1.9	-2	0	-2	47	4	104	-2	10	3
COc1cc2c(cc1C=O)OCO2	1.1	-7	-2	-2	7	0	95	-13	-8	2
C=Cn1ccnc1P(=S)(c1nccn1C=C)C1CCCCC1	0.8	1	-6	0	3	-2	97	-3	-5	-3
Cc1ccc(-c2nc3ccccc3c(=O)n2-n2cccc2)cc1	-2.7	-2	-3	0	2	0	99	-44	14	-2
Cc1cc(N2C(=O)C3CCCN3C2c2ccccc2)no1 (configuration not stated)	-2.7	4	-11	0	6	3	.	-13	16	0
Cn1nc(N)c2c1N=P(N1CCOCC1)(N1CCOCC1)N=C2c1ccccc1	-1.2	0	9	-4	-5	-3	85	0	6	1
Fc1ccc(NC(=S)N2Cc3ccccc3-n3nncc3C2)cc1	.	-2	7	-1	.	-1	.	.	.	.
Cc1ccccc1CN1CCNCC1	0.0	-2	-1	1	4	11*	103	3	0	-1
CCCc1nc2ccccc2c(=O)n1-c1ccc(O)cc1	1.7	6	-1	-1	16	1	89	-8	-9	3
CCn1c(O)c(C=Nc2ccc(N3CCOCC3)c(Br)c2)c(=O)n(CC)c1=S	-0.8	-10	-14	-2	13	2	95	3	4	4
C=CCn1c(O)c(/C=N/N2CCCCC2)c(=O)[nH]c1=O	0.7	4	5	-1	12	2	.	-9	-4	3
COc1ccc(C2=CC(c3ccc4c(c3)OCO4)c3c(c4ccccc4oc3=O)O2)cc1OC (configuration not stated)	-5.0	7	4	-7	-12	0	82	6	22	-1
CCN1C[C@@]2(COC)C3[C@@H](OC)[C@H]4[C@@H]1[C@@]3(C1C[C@H]3[C@H](O)C1[C@]4(O)C[C@H]3OC)[C@@H](OC)C[C@H]2O (some centres not stated)	-0.5	-6	0	-4	-10	3	98	-20	3	2
CCCCn1c(=O)c(C=Nc2cc([N+](=O)[O-])ccc2OC)c(O)n(CCCCl)c1=O	-0.9	-4	-6	1	-7	3	109	18	6	-4
CCC(C)C12CN3CCN(CC(C)(C3)C1=O)C2 (configuration not stated)	-1.3	2	0	2	-6	-1	109	0	6	0
Cc1nc2ccsc2c(=O)n1-c1ccccc1Cl	-1.2	-3	7	1	18	-4	.	5	6	-2
COC(=O)C1=C(c2ccccc2)C[C@@H]2CC[C@H]1N2C(=O)NC1CCCCC1	-0.6	-16	-20	-4	-1	5	103	-14	3	5
CCCN1CC(C)C(OC(C)=O)(c2ccccc2)CC1C (configuration not stated)	3.7	4	3	0	13	3	103	8	-21	-4
O=c1ccc2c(O)c3ccoc3cc2o1	-3.5	-7	0	-4	5	-4	102	5	18	3

Compound profiles, from the list above.
Listed for CCC(=NCCCN1CCOCC1)c1c(O)n(Cc2ccccc2)c(=O)[nH]c1=O = MOR-DOR ag: -2.3; PKA-R1A act: -2; PKA-R2B activ: 4; DAGLB inh: 2; Arrestin-AP2 inh: 4; V-ATPase pH: -1; DSG3 Ab inh: 109; HTR5A inv ag: 25; OPRM1-OPRD1 inv: 11; HTR5A ag: -2
Listed for O=c1c2ccccc2nc(/C=C/c2ccc3c(c2)OCO3)n1-c1ccccc1 = MOR-DOR ag: -0.2; PKA-R1A act: -2; PKA-R2B activ: -6; DAGLB inh: -1; Arrestin-AP2 inh: 3; V-ATPase pH: 1; DSG3 Ab inh: 109; HTR5A inv ag: 7; OPRM1-OPRD1 inv: 1; HTR5A ag: -2
Listed for Cc1cccc(CN(C)C)c1OC(=O)N(C)C = MOR-DOR ag: -0.8; PKA-R1A act: -4; PKA-R2B activ: 8; DAGLB inh: -1; Arrestin-AP2 inh: -6; V-ATPase pH: 3; DSG3 Ab inh: 102; HTR5A inv ag: -14; OPRM1-OPRD1 inv: 4; HTR5A ag: 5

Additional records follow.
SMILES	MOR-DOR ag	PKA-R1A act	PKA-R2B activ	DAGLB inh	Arrestin-AP2 inh	V-ATPase pH	DSG3 Ab inh	HTR5A inv ag	OPRM1-OPRD1 inv	HTR5A ag
O=Cc1cn(Cc2ccc(Br)cc2)c2ccccc12	3.4	8	-2	-6	-7	-1	104	11	-15	-3
COC(=O)CC(NC(=S)N1CC2C[C@@H](C1)Cn1c2cccc1=O)C(=O)OC (some centres not stated)	-2.3	1	-9	-1	1	1	99	-6	12	2
COc1ccc(N=Cc2c(O)n(Cc3cccs3)c(=O)[nH]c2=O)cc1	-1.3	-3	-8	3	2	-3	101	1	9	4
Cc1c(C=C2C(=O)N(C)C(=S)N(C)C2=O)c2ccccc2n1CC(=O)NCC1CCCO1 (configuration not stated)	0.2	-3	-6	2	7	2	107	15	-1	2
CN1C(=O)C(C)(C2=CCCCC2)C(=O)NC1=S (configuration not stated)	0.4	7	-13	0	-15	1	93	9	-2	-2
N/C(=N\[N+](=O)[O-])N1CCN(C(=O)c2ccccn2)CC1	-3.9	-5	1	-1	-1	-4	96	14	18	-4

Taken from the results shown, two compounds:
SMILES	MOR-DOR ag	PKA-R1A act	PKA-R2B activ	DAGLB inh	Arrestin-AP2 inh	V-ATPase pH	DSG3 Ab inh	HTR5A inv ag	OPRM1-OPRD1 inv	HTR5A ag
CCS(=O)(=O)Nc1cccc(C(=C2CCCCC2)c2cnc[nH]2)c1	1.4	12	-4	1	0	-2	105	3	-7	-1
COc1ccc(C(=O)N/N=C/C23CC[C@@H](O)CC2(O)CC[C@@H]2[C@@H]3CCC3(C)C(C4=CC(=O)OC4)CCC23O)cc1 (some centres not stated)	34*	-1	-8	2	9	-3	101	19	-169	30*
